# Screening data (PubChem BioAssay)
# UTI89 phage lysis – inhibition of K1F phage lysis, E. coli UTI89, bacterial capsule biogenesis inhibitors, alamar blue (AID 488966); E. coli UTI89 K1F phage lysis, alamar blue, 2 h; higher % means a stronger effect; inhibition, % at 100 µM; hits with a dose series show IC50 in µM; actives 0.02% (n = 340,000);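 active means phage lysis inhibition, versus mean bacterial control, above a set limit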;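 further: capsule biogenesis inhibitors block K1F phage lysis so surviving cells raise fluorescence; higher fluorescence means more inhibition of phage lysis; actives were called in the ten point dose series up to 300 µM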
# NTR1 ag – agonists of NTR1, primary screen, imaging, U2OS cells, beta-arrestin-GFP, high content (AID 493036); NTR1-U2OS beta-arrestin-GFP spot imaging, agonist mode; activation, % at 20 µM; actives 0.17% (n = 330,000);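 active means activation at or above 40% of the spot to cytoplasm intensity ratio, with at least 20 cells analyzed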;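 further: 0% = DMSO without peptide and 100% = 100 nM NTR1 peptide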
# Target sequence (P30989 whole entry, looked up): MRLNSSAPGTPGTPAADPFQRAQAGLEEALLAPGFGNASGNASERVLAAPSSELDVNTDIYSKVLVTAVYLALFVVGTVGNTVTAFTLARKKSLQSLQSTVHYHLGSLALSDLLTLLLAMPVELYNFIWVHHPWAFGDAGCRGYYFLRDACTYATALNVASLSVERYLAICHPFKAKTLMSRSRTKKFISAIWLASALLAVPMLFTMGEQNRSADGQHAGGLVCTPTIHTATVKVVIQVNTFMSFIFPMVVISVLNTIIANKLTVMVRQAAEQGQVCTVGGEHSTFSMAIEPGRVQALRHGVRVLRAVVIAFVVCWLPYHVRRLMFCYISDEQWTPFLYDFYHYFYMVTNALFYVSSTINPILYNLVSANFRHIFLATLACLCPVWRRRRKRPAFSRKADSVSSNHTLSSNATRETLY
# Dengue-2 NS5 capping – Dengue-2 NS5 methyltransferase inhibitors, primary screen, biochemical, confirmation dose response (AID 588689). Dengue-2 NS5 methyltransferase capping enzyme assay, biochemical; higher % means a stronger effect. actives 0.3% (n = 340,000). one-dose inhibition, % at 25 µM; IC50 in µM for titrated hits. Genome polyprotein (Dengue virus type 2 (strain 16681-PDK53)); in the data active means a potency from the dose series
# NTR1 ag cell count 20 µM – further read-out of NTR1 ag, marked with its call; cell count; measured here: cell count, cytotoxicity flag
# Dengue-2 NS5 capping pilot replicate – recorded beside Dengue-2 NS5 capping, whose call it bears; inhibition, %; measured here: pilot screen replicate inhibition
# * = called active by the depositor; [ ] = remark or other dose. A portion of the library; count on the stated rates, not on these rows.
SMILES,UTI89 phage lysis,NTR1 ag,NTR1 ag cell count 20 µM,Dengue-2 NS5 capping,others
O=C1OC[C@H](Cc2ccc3c(c2)OCO3)/C1=C\c1ccc2c(c1)OCO2,2.1%,0.3,102,-5%,
COC(=O)[C@]1(C)N[C@H](CN(C)C(=O)c2ccc(F)cc2)[C@@H]2C(=O)N(C)C(=O)[C@@H]21,0.0%,3.2,39,-9%,Dengue-2 NS5 capping pilot replicate=-6.3
COc1ccccc1S(=O)(=O)N1CCn2cccc2C1C (stereo not given),1.4%[50 µM],-0.8,58,4%,
CCN(CC(=O)Nc1ccc2c(c1)OCCO2)C(=O)c1cc(S(=O)(=O)N2CCOCC2)ccc1F,1.1%[50 µM],1.4,68,-5%,
O=C(CCNS(=O)(=O)c1ccc(Br)cc1)NNC(=O)C1COc2ccccc2O1 (stereo not given),-5.1%,0.4,56,-7%,
CN(Cc1cccnc1)C(=O)c1cc(S(=O)(=O)Nc2ccccc2F)ccc1Cl,0.6%[50 µM],-0.6,64,-7%,
CCSc1ccc([C@@H]2[C@H]3C(=O)N(CC)C(=O)[C@H]3[C@]3(C(=O)OC)CCCCN23)cc1OC,1.2%,-0.9,75,-2%,
N#Cc1ccc(COC(=O)C2CC(=O)N(CCc3ccccc3)C2)cc1 (stereo not given),1.3%[50 µM],-0.4,54,4%,
COc1ccc(CNC(=O)COC(=O)[C@H](Cc2ccccc2)NC(=O)c2cccs2)cc1,0.2%[50 µM],-0.5,69,-9%,
CCc1noc(C)c1C(=O)OCC(=O)NCc1ccc(Cl)cc1,-1.9%,0.1,64,-6%,
COc1ccc(C(=O)NCC2CCCCC2)cc1S(=O)(=O)N1CCOCC1,-2.3%,-1.2,55,0%,
COc1ccc(S(=O)(=O)N2CCOCC2)cc1NC(=O)c1ccc2c(c1)OCO2,-0.3%[50 µM],-0.9,59,-2%,
COc1ccc(Cl)cc1C(=O)NNC(=O)C1CCCO1 (stereo not given),-1.4%,-0.3,55,1%,
CC[C@H]1c2[nH]c3ccccc3c2C[C@@H]2C(=O)N(c3ccc(F)cc3)C(=O)N21,-2.2%,3.9,88,0%,
CC(CC(=O)OCC(=O)NC1CCS(=O)(=O)C1)c1ccccc1 (stereo not given),-2.1%,4.1,40,-5%,
O=S1(=O)CCOC(CO)CN1Cc1ccc(Cl)c(Cl)c1 (stereo not given),0.4%,4.3,50,0%,Dengue-2 NS5 capping pilot replicate=-1.2
C#CCOCCOCCOCCNc1nc(N2CCN(C(=O)[C@H](CCCCN)n3cc(CN)nn3)CC2)nc(N2CCN(C(=O)[C@H](CCC(=O)O)n3cc(CN)nn3)CC2)n1,0.1%,0.8,67,-3%,Dengue-2 NS5 capping pilot replicate=-4.9
O=C(Cn1nnc(-c2ccccc2Cl)n1)Nc1cccc(S(=O)(=O)N2CCCC2)c1,2.2%,3.9,63,-7%,
CCCCOc1ccc(/C=C(\C(=O)O)c2ccc(S(=O)(=O)N3CCCC3)s2)cc1,-2.0%[50 µM],1.1,62,1%,
COCCn1c(SCC(=O)NC(=O)NC2CCCCC2)nc2ccccc2c1=O,2.0%[50 µM],1.7,52,-1%,
O=C1[C@@H](Oc2ccccc2)[C@@H](c2ccncc2)N1c1ccncc1,-0.1%,1.5,61,-4%,Dengue-2 NS5 capping pilot replicate=0.6
CCCCCc1c2c(cc(O)c1C(=O)O)OC(=O)c1cc(C(=O)CCCC)c(OC)cc1O2,-4.2%,48*,93*,39µM*,
Cc1ccc(CSc2ccc(S(=O)(=O)N3CCCCC3)cn2)cc1,1.2%[50 µM],-0.4,45,-5%,
CC[C@]12c3[nH]c4cc(CCC(=O)N(C)C)ccc4c3CCN1C(=O)[C@@H](CC(=O)NCCc1ccccn1)C[C@@H]2C(=O)N1CCN(C(=O)C2CC2)CC1,-0.1%,3.5,65,2%,Dengue-2 NS5 capping pilot replicate=3.0
COC(=O)[C@]1(Cc2ccccc2)N[C@H](CN(C)C(=O)Nc2ccc(C(F)(F)F)cc2)[C@@H]2C(=O)N(C)C(=O)[C@@H]21,0.1%,-1.5,55,-7%,
Cc1ccc(C(=O)NC(Cc2ccc(C(C)(C)C)cc2)C(=O)O)cc1 (stereo not given),0.3%,-0.2,64,-1%,Dengue-2 NS5 capping pilot replicate=-3.0
CCOc1ncccc1C(=O)OC(C)C(=O)NC1CCCCC1 (stereo not given),1.4%[50 µM],0.1,76,2%,
COc1ccc(C(=O)NCC(=O)OCC(=O)NCc2ccc3c(c2)OCO3)cc1,0.4%,0.5,58,2%,
CCn1c(C)cc(C(=O)COC(=O)c2cccnc2SC)c1C,0.8%,0.1,55,2%,
CC1(C)C(=O)Nc2ccccc2N1C(=O)COC(=O)c1cccs1,1.6%,-1.7,90,-9%,
CC(C)N(C(=O)[C@H]1C[C@H](CC(=O)NCC23CC4CC(CC(C4)C2)C3)C(=O)N2CCc3c([nH]c4cc(CCC(=O)N(C)C)ccc34)[C@]12C)C(C)C,-0.4%,14,73,-4%,Dengue-2 NS5 capping pilot replicate=-2.4
CC1CCCCC1NC(=S)NC(=O)c1ccccc1Cl (stereo not given),0.1%[50 µM],18,55,-1%,
CCN1CCN(C(=O)C(Cc2ccccc2)NC(=O)c2ccc(Cl)c(S(=O)(=O)N(C)C)c2)CC1 (stereo not given),0.7%[50 µM],9.8,46,-2%,
Cc1ccc(S(=O)(=O)NCCNc2ccc(Br)c(C)c2)cc1,1.0%[50 µM],-1.7,44,-10%,
COC(=O)c1ccc(C)cc1,1.8%,5.0,59,-7%,
COc1ccccc1NC(=O)/C(C#N)=C/c1cccn1C,0.4%,-1.5,34,-5%,

# Part of the list above in order of number of heavy atoms, highest first:
SMILES,UTI89 phage lysis,NTR1 ag,NTR1 ag cell count 20 µM,Dengue-2 NS5 capping,others
CCN1CCN(C(=O)C(Cc2ccccc2)NC(=O)c2ccc(Cl)c(S(=O)(=O)N(C)C)c2)CC1 (stereo not given),0.7%[50 µM],9.8,46,-2%,
CC1(C)C(=O)Nc2ccccc2N1C(=O)COC(=O)c1cccs1,1.6%,-1.7,90,-9%,
CC1CCCCC1NC(=S)NC(=O)c1ccccc1Cl (stereo not given),0.1%[50 µM],18,55,-1%,

# Later entries
SMILES,UTI89 phage lysis,NTR1 ag,NTR1 ag cell count 20 µM,Dengue-2 NS5 capping,others
O=C(CN1CCN(C(=O)c2ccccc2)CC1)NC(=O)NCCC1=CCCCC1,0.9%,0.4,56,5%,
CC(=NNC(=O)c1ccc(NS(=O)(=O)c2cccs2)cc1)c1ccc(OCC(N)=O)cc1,0.6%[50 µM],-0.1,62,8%,
CCOc1ccc(S(=O)(=O)/N=C(/Nc2ccc(C)c(S(=O)(=O)N3CCOCC3)c2)c2ccccc2)cc1,0.1%[50 µM],1.6,44,-12%,
CC(=O)Nc1ccc(S(=O)(=O)Nc2cc(S(=O)(=O)N3CCCCC3)ccc2O)cc1,1.6%[50 µM],-1.3,48,-1%,
Cc1ccc(C(=O)NNC(=O)c2ccc(S(=O)(=O)N3CCCCC3)cc2)cc1,-1.2%,-1.1,56,-5%,
C[C@@H]1CN([C@@H](C)CO)C(=O)c2cccc(NS(C)(=O)=O)c2O[C@H]1CN(C)CC1CCCCC1,0.8%,-0.4,42,1%,
CC(=O)c1ccccc1NC(=O)CSc1nc2ccccc2c(=O)n1CCCN1CCOCC1,0.1%,1.3,45,-8%,
NS(=O)(=O)c1cccc(NC(=O)c2cccc(S(=O)(=O)N3CCCCCC3)c2)c1,-0.7%,3.1,59,12%,
CCCc1cc(=O)[nH]c(SCC(=O)Nc2c(C)n(C)n(-c3ccccc3)c2=O)n1,-0.1%,1.0,68,4%,
CCN(C(=O)CSc1ncccn1)c1c(N)n(Cc2ccccc2)c(=O)[nH]c1=O,-1.2%,0.0,59,1%,
CC(C)NC(=O)Nc1cccc2c1O[C@H](CN(C)S(=O)(=O)c1ccccc1)[C@@H](C)CN([C@H](C)CO)C2=O,1.7%,-2.3,64,-5%,
O=C(NCCC(=O)N1CCN(c2ccccn2)CC1)c1ccc([N+](=O)[O-])cc1,1.1%[50 µM],-1.5,64,-6%,

# Overlap with the part before: six entries, followed by the next part.
SMILES,UTI89 phage lysis,NTR1 ag,NTR1 ag cell count 20 µM,Dengue-2 NS5 capping,others
CC(=O)c1ccccc1NC(=O)CSc1nc2ccccc2c(=O)n1CCCN1CCOCC1,0.1%,1.3,45,-8%,
NS(=O)(=O)c1cccc(NC(=O)c2cccc(S(=O)(=O)N3CCCCCC3)c2)c1,-0.7%,3.1,59,12%,
CCCc1cc(=O)[nH]c(SCC(=O)Nc2c(C)n(C)n(-c3ccccc3)c2=O)n1,-0.1%,1.0,68,4%,
CCN(C(=O)CSc1ncccn1)c1c(N)n(Cc2ccccc2)c(=O)[nH]c1=O,-1.2%,0.0,59,1%,
CC(C)NC(=O)Nc1cccc2c1O[C@H](CN(C)S(=O)(=O)c1ccccc1)[C@@H](C)CN([C@H](C)CO)C2=O,1.7%,-2.3,64,-5%,
O=C(NCCC(=O)N1CCN(c2ccccn2)CC1)c1ccc([N+](=O)[O-])cc1,1.1%[50 µM],-1.5,64,-6%,
COc1ccc(C(C)(C)C)cc1NC(=O)COC(=O)CN1C(=O)NC2(CCCCC2C)C1=O (stereo not given),4.1%,4.6,61,7%,
Cc1ccc(C(=O)Nc2cccc(C(F)(F)F)c2)cc1NC(=O)c1[nH]cnc1C(N)=O,1.4%,-1.0,40,-8%,
O=C(Nc1nncs1)c1cc(-c2ccco2)nc2ccccc12,3.4%,1.3,62,2%,
Cc1ccc([C@@H]2CC=C(C(=O)O)[C@H](c3ccc(Cl)cc3)N2S(=O)(=O)c2ccccc2C)cc1,0.0%,8.9,54,7%,Dengue-2 NS5 capping pilot replicate=4.3
C[C@H](CO)N1C[C@H](C)[C@@H](CN(C)S(C)(=O)=O)Oc2ccc(NC(=O)Nc3ccccc3)cc2C1=O,0.6%,1.8,53,-8%,
Cc1ccc(C(=O)NC(C)CCc2ccccc2)cc1S(=O)(=O)N1CCOCC1 (stereo not given),-0.2%[50 µM],-2.2,56,-4%,
Cc1cc(F)ccc1S(=O)(=O)Nc1ccccc1C(=O)NC1CCN(Cc2ccccc2)CC1,0.7%[50 µM],2.6,60,0%,
O=C(CN1C(=O)NC2(CCc3ccccc32)C1=O)Nc1ccccc1Cl (stereo not given),2.1%[50 µM],0.4,47,-4%,
CSc1ncccc1C(=O)OCC(=O)NC1CCCc2ccccc21 (stereo not given),0.8%,-0.4,50,3%,
O=C(Nc1ccc(Cl)c(S(=O)(=O)N2CCOCC2)c1)c1cccs1,2.1%,1.3,49,-2%,
CCOC(=O)CCCCCC(=O)Nc1ccc2c(c1)CC(=O)N([C@H](C)CO)C[C@@H](C)[C@H](CN(C)Cc1ccc3c(c1)OCO3)O2,-0.2%,5.1,51,5%,Dengue-2 NS5 capping pilot replicate=-2.1
CC1CCCCN1C(=O)COC(=O)c1cc(Cl)c2c(c1)OCO2 (stereo not given),2.5%[50 µM],1.8,76,-1%,
CC(NC(=O)c1ccc2c(=O)n3c(nc2c1)CCCCC3)c1ccccc1 (stereo not given),1.3%[50 µM],-0.7,50,0%,
CCN(CC(=O)Nc1ccc(NC(C)=O)cc1)S(=O)(=O)/C=C/c1ccccc1,0.9%[50 µM],3.2,51,2%,
O=C(CCNC(=O)c1ccccc1)NNC(=O)c1ccccc1Br,0.8%[50 µM],0.3,50,-15%,
COc1ccc(NC(=O)Nc2ccc3c(c2)CC(=O)N([C@H](C)CO)C[C@H](C)[C@H](CN(C)Cc2ccc(C(=O)O)cc2)O3)cc1,1.8%,-2.2,53,-20%,
COc1ccc(N2CCN(C(CNS(=O)(=O)c3ccc(C)cc3)c3ccccc3)CC2)cc1 (stereo not given),-1.6%,0.7,42,9%,
COc1cc(OC)c2c(-c3cccc(-c4ccc(C(C)=O)cc4)c3)cc(=O)oc2c1,0.1%,1.7,63,-7%,Dengue-2 NS5 capping pilot replicate=0.9
O=C(COC(=O)CNS(=O)(=O)c1cc(C(F)(F)F)ccc1Cl)NC1CC1,0.3%,0.8,46,-2%,
O=C(CSc1nnc(-c2cccs2)n1C1CC1)NCC1CCCO1 (stereo not given),0.7%[50 µM],1.7,58,-1%,
C[C@H](CO)N1C[C@H](C)[C@@H](CN(C)S(=O)(=O)c2ccccc2)Oc2ccc(NS(=O)(=O)c3cn(C)cn3)cc2C1=O,0.2%,0.1,57,3%,Dengue-2 NS5 capping pilot replicate=-0.6
CCOC(=O)C1=C(C2=CCCCC2)c2ccc(OC)cc2N(S(=O)(=O)C(F)(F)F)C1C(=O)OCC (stereo not given),0.0%,3.0,75,-6%,Dengue-2 NS5 capping pilot replicate=0.0
CC1CN(C(=O)c2cc(-c3ccncc3)nc3ccccc23)CC(C)O1 (stereo not given),0.4%[50 µM],-0.7,67,2%,
COc1ccc(OC)c(NC(=O)/C=C/c2ccc(S(=O)(=O)N3CCOCC3)cc2)c1,-0.2%[50 µM],2.0,58,9%,
CCCCNc1c(-c2ccc(-c3ccc(C(C)=O)cc3)c(OC)c2)nc2cc(C)ccn12,3.4%,7.2,63,-16%,
COc1ccc(C(=O)OCC(=O)NC(=O)Nc2ccccc2F)c(OC)c1,0.2%[50 µM],-0.7,63,-9%,
C[C@H](NC(=O)c1ccco1)C(=O)Nc1nnc(SCc2ccccc2)s1,0.7%[50 µM],1.4,49,-2%,
